Screening results from PubChem BioAssay.
STK33 kinase inh: inhibitors of purified STK33 kinase, primary screen, biochemical, ADP-Glo luminescence, homogeneous, cell-free; Serine/threonine-protein kinase 33 (Homo sapiens), Q9BYT3; MBP phosphorylation; inhibition, % at 10 µM; 320,000 tested, 0.073% active;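 active = inhibition at or above 25%, using the most active replicate where run in duplicate; inactive = inhibition below 25%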
Target sequence (Q9BYT3 whole entry, looked up): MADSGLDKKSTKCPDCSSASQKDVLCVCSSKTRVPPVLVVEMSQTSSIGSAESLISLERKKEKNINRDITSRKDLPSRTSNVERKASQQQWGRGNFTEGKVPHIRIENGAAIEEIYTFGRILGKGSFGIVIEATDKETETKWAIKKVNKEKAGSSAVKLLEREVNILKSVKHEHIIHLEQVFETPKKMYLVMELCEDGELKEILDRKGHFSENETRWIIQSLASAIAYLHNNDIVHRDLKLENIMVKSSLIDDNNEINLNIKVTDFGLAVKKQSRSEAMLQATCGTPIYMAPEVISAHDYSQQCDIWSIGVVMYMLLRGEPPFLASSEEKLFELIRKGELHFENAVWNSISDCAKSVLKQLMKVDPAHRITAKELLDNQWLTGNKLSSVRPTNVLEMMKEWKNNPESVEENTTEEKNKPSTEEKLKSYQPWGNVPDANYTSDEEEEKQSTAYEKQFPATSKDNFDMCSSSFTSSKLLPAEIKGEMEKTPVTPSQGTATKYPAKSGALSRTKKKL
Kir21 inh: inhibitors of mouse Kir2.1 inward-rectifier potassium channel; B-score at 10 µM; Inward rectifier potassium channel 2 (Mus musculus), P35561; HEK293-Kir2.1, FluxOR thallium flux fluorescence; hits give low values; 310,000 tested, 0.85% active;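 active = fluorescence ratio B-score at or below minus 3 SD of library scores, with starting-brightness B-score within 2 SD, cut at about -4.2 in these data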;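 also: channel flux triggered by added potassium and thallium sulfate stimulus; B-score of peak minus minimum fluorescence over baseline after thallium stimulus; more negative B-score means stronger Kir2.1 block with less thallium influx; some compounds called inactive have numbers as strong as hits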
Target sequence (P35561 whole entry, looked up): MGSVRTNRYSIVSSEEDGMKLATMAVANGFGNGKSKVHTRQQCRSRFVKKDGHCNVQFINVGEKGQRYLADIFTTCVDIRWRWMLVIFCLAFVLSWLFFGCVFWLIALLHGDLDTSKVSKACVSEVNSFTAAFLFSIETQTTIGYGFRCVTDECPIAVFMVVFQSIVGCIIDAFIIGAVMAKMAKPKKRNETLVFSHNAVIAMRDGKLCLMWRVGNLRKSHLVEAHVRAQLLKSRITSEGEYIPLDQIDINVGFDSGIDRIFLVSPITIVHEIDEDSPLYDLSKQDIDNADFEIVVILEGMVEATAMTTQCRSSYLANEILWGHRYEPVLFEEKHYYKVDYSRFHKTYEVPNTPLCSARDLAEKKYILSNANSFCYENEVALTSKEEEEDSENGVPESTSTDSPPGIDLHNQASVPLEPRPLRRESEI
The depositor's hits bear a star; nt = no result given.

smiles,STK33 kinase inh,Kir21 inh
COC(=O)c1ccc2c(=O)[nH]c(COC(=O)c3c(-c4ccccc4Cl)noc3C)nc2c1,-0.2,-1.22
Cc1cccc(N=C2NC(=O)/C(=C/c3cccnc3)S2)c1,1.0,-0.19
C=CCNC(=O)C1CCN(S(=O)(=O)CC)CC1,-1.4,-0.85
CCOc1ccc(NC(=O)COc2ccc3c(c2)CCC3)cc1OC,-2.0,nt
Cc1cnc(C(=O)OC(C)C(=O)c2c(C)[nH]c3ccccc23)cn1 (stereo not drawn),-1.6,0.41
O=[N+]([O-])c1ncn(Cc2ccccc2Cl)n1,-1.2,-0.7
COc1ccc(C2C3=C(CC(C)(C)CC3=O)Oc3ncn(CCO)c(=N)c32)cc1OC (stereo not drawn),-0.2,0.32
COc1cccc(CNCCO)c1OCc1ccccc1,-0.9,-2.28
CC1=C(C(=O)OCc2ccccc2)C(c2cccc([N+](=O)[O-])c2)NC(=O)N1CCCCCC(=O)O (stereo not drawn),0.5,0.39
N#C/C(=N\Nc1cccc(F)c1)C(=N)N1CCCCCC1,0.8,-0.22
O=C(/C=C/c1ccccc1[N+](=O)[O-])NCc1cccnc1,-0.3,-1.09
COc1ccc(C(=O)N2CCN(S(=O)(=O)c3ccc(C)cc3)CC2)cc1S(=O)(=O)N1CCOCC1,-0.6,1.74
CSc1nsc(SC)c1NC(=O)OC1CCCCC1,-0.2,0.03
Cc1ccc(S(=O)(=O)N2CCC(C(=O)Nc3nnc(-c4ccco4)s3)CC2)cc1,0.1,0.3
CCc1nnc(NS(=O)(=O)c2ccc(NC(=O)/C=C/c3ccc(OC)cc3OC)cc2)s1,8.5,-2.66
O=S(=O)(c1ccccc1)N1CCN(C(=S)NCc2ccccc2)CC1,-0.9,-0.03
Cc1ccc(S(=O)(=O)N2CCC(NC(=O)c3ccccc3)CC2)cc1,nt,-0.37
Cc1ccc(S(=O)(=O)N(C)Cc2ccc(C(=O)N/N=C/c3ccc(OC(F)F)cc3)cc2)cc1,-0.3,0.46
C/C(=N\NC(=O)c1ccccc1C)c1cccnc1,-0.1,1.66
COc1cccc(Cn2cnc3c(sc4nc(C)cc(C)c43)c2=O)c1,0.5,-0.73
Oc1c(C=C2N=c3ccccc3=N2)sc(=S)n1-c1ccc2ccccc2c1,1.7,0.72
O=C(N[C@H]1CCC(=O)N([C@H](CSc2ccccc2)Cc2ccccc2)CC1)OCc1ccccc1,-0.3,-0.69
Cc1ccc(-c2nc(CS(=O)CC(=O)NCCN(CC(C)C)CC(C)C)c(C)o2)cc1 (stereo not drawn),-1.7,-1.26
Cc1nc(-c2cccs2)ccc1C(=O)O,-0.9,0.44
CCc1ccc(CNC(=O)C2CCCN(c3nnc(C)c4c(C)n(-c5ccccc5)nc34)C2)cc1 (stereo not drawn),-1.1,-0.52
COc1ccc(Cl)cc1NC(=O)CN(C)Cc1cccs1,-1.3,0.81
CCOc1ccc(NC(=S)NC2CC3CCC(C2)N3Cc2ccco2)cc1 (stereo not drawn),-1.0,1.03
CC1(C)CC(C(CC(=O)N2CCCC2)Cc2ccccc2)CCO1 (stereo not drawn),-0.1,1.55
Brc1ccc(-c2cnco2)cc1,-0.8,0
Cc1cccc(-n2ncc3c(N(CCO)CCO)ncnc32)c1,-0.4,0.24
COc1cccc(-c2nn(-c3ccccc3)cc2/C=C(\C#N)C(=O)NCCCn2ccnc2)c1,-0.6,-3.38
O=C(O)c1ccc(S(=O)(=O)c2ccc3c(c2)C(=O)N(c2ccc(O)cc2)C3=O)cc1,0.0,0.12
Cc1nnc2ccc(-c3ccc(NC(=O)c4cccnc4Cl)cc3)nn12,-2.3,0.05
COc1cc(Cl)ccc1OCc1cc(C(=O)NCCCN2CCCC2=O)no1,-2.0,0.49
CCC1CCCCN1Cc1ccc(OC)c(C)c1 (stereo not drawn),-1.6,-0.41
CCC(C)C(Nc1ccc(C(=O)OC)cc1[N+](=O)[O-])C(=O)OC (stereo not drawn),-0.3,-2.46
CC(C)CNC(=O)c1cccc(NC(=O)COc2ccc([N+](=O)[O-])cc2)c1,-0.9,-1.67
COc1cccc2sc(Nc3nc(-c4ccccn4)cs3)nc12,-0.5,-0.65
CCOc1ccc(S(=O)(=O)N2CCC(C(=O)N3CCCCCC3)CC2)cc1Cl,-4.5,0.19
CCN(CC(=O)NCc1cccs1)S(=O)(=O)c1ccc(F)c(F)c1F,-0.7,0.04
COc1cc(C(C)=O)ccc1COc1ccc(C(=O)OC(C)C(=O)NC(N)=O)cc1OC (stereo not drawn),-3.2,1.84
CC1(C(=O)NC2CCCCCCC2)CCC(=O)N1CCN1CCOCC1 (stereo not drawn),0.0,0
CC(C)C1COS(=O)(=O)NC1CC(=O)SC(C)(C)C (stereo not drawn),-2.1,1.2
CC1=C(C(=O)O)N2C(=O)C(NC(=O)c3ccc(F)cc3)C2SC1 (stereo not drawn),0.0,nt
CC1(C)Cc2c(sc(NC(=O)COc3cccc4ccccc34)c2C#N)C(C)(C)N1,-1.3,0.4
COc1cc(COc2ccc3c(C)c(Cc4ccccc4)c(=O)oc3c2)cc(OC)c1OC,1.0,-0.03
CC1CCN(C(=O)CSc2nc(=O)n3ccccc3n2)CC1,-1.1,-0.17
CC(=O)c1ccc(OC(=O)CN2C(=O)c3ccccc3C2=O)cc1,-0.4,0.24
Cc1cccnc1NC(=O)CSc1nnc(Cc2ccccc2)o1,-0.5,0.21
O=C(Nc1cccc([N+](=O)[O-])c1)Nc1cccs1,0.8,1.19

(further entries)
smiles,STK33 kinase inh,Kir21 inh
Cc1cccc(N(C(=O)c2csnn2)C(C(=O)NCc2ccccc2)c2ccncc2)c1 (stereo not drawn),1.3,0.79
COc1ccc(C(=O)N2CCOC2CNC(=O)C(=O)NCc2ccc3c(c2)OCO3)cc1 (stereo not drawn),-0.5,0.12
O=C(c1cccs1)N1CCC(c2ccccc2)C1 (stereo not drawn),-0.1,0.82
COc1ccc(-c2nnn(CC(=O)N(CC3CCCO3)C(C(=O)NC(C)(C)C)c3ccco3)n2)cc1OC (stereo not drawn),-0.3,-0.45
O=C(Nc1ccc2[nH]c(=O)[nH]c2c1)c1ccc([N+](=O)[O-])o1,-0.2,nt
O=C(O)c1ccc(Nc2nc(-c3ccccc3)cs2)cc1,-2.5,-0.66
COc1ccccc1CNc1ccc(CNc2ncn[nH]2)cc1,-2.3,-1.29
CCN(CC(=O)NC1CCS(=O)(=O)C1)c1nc(-c2ccccc2)nc2ccccc12 (stereo not drawn),-2.0,0.62
CC(C)N1CCC2(CC1)C(C#N)=C(N)NC(S)=C2C#N,1.9,0.34
Nc1c([N+](=O)[O-])cnnc1-c1ccccc1,nt,0.55
CCCOc1cccc(C(=O)NCCCNC(=O)c2cccnc2)c1,-1.3,0.13
COC1=C/C(=C/c2c(N)n3cc(C)sc3nc2=O)C=CC1=O,0.3,-0.57
O=C1CC(c2ccc(Cl)cc2)SC(N(c2ccccc2)c2ccccc2)=N1 (stereo not drawn),-0.3,-0.36
Cc1ccc(C)c(NC(=S)N(Cc2cccc(Br)c2)CC2CCC(C(=O)O)CC2)c1 (stereo not drawn),-1.2,-0.06
COc1ccc(OC)c(/C=C/C(=O)N2C(=O)c3cccc(N)c3C2=O)c1,1.1,-0.52
CC(C)(C)/C(O)=C(/C#N)c1nc2ccccc2[nH]1,5.2,0.44
C[C@H](CO)N1C[C@H](C)[C@@H](CN(C)S(=O)(=O)c2cccs2)Oc2c(NC(=O)C3CC3)cccc2C1=O,0.4,nt
CCOc1ccc(NC(=O)COC(=O)c2ccc3c(c2)C(=O)N(CCc2ccccc2)C3=O)cc1,-1.0,2.04
O=S(=O)(c1ccc(Cl)cc1)n1ccc2cccnc21,0.3,-0.04
OC(COCc1cccs1)CN1CCN(c2ccccc2Cl)CC1 (stereo not drawn),-0.1,1.31
Cc1nnc(NC(=O)c2cccc(F)c2)s1,0.4,0.44
O=C(Nc1ccccc1)/C(=C1\CCCN1)[N+](=O)[O-],-0.9,1.99
O=C(NCCCn1ccnc1)/C(=C\c1ccccc1Cl)NC(=O)c1ccccc1,-0.1,0.17
CCn1c(=S)sc2nc(C)sc21,-1.4,0.94
O=C(Nc1ccc(Cl)cn1)c1ccc2ccccc2n1,3.1,0
Cc1cc(-c2ccccc2)[nH]c(=O)c1S(=O)(=O)c1ccccc1,-0.4,0.35
O=c1c(=Nc2ccccc2O)c(=O)c2ccccc12,-0.4,1.15
CC(=O)N1CCN(S(=O)(=O)c2cccc(C(=O)Nc3ccccc3N3CCOCC3)c2)CC1,0.7,-2.22
Cc1cc(Cl)c(S(=O)(=O)N2CCSCC2)cc1OCC(=O)NC1CCCCC1,-0.6,-0.71
O=C(NCC(c1ccco1)N1CCCCC1)c1cccnc1 (stereo not drawn),-0.4,nt
Cc1ccc(-n2ccn(CC(=O)NCCc3ccccc3)c(=O)c2=O)cc1C,0.7,-0.49
CC(=O)NCCc1nc2ccccc2n1CCCCOc1ccccc1,2.4,-3.15
CC(=O)Nc1ccc(NC(=O)C(C)OC(=O)c2cc(S(=O)(=O)N(C)C)ccc2N2CCCC2)cc1 (stereo not drawn),-2.1,-0.12
CCCCN(C)C(=O)c1nc2ccccn2c1CN1CCN(c2ncccn2)CC1,-0.2,-0.01
CCc1ccc(-c2cc(C)no2)cc1S(=O)(=O)Nc1ccc(Cl)cn1,-0.8,-0.63
Cc1ccc2c(c1)N(C)/C(=C/c1cccc[n+]1CCO)S2,-1.2,-2.16
O=C(NCC(O)c1ccc([N+](=O)[O-])cc1)Nc1ccccc1 (stereo not drawn),-0.7,0
COc1ccc(OC(C)c2ccc(C#N)c(=O)[nH]2)cc1 (stereo not drawn),-1.1,1.15
CCOC(=O)C1/C(=N\O)CC(C)(O)C(C(=O)OCC)C1c1ccc(OC)c(OC)c1 (stereo not drawn),-1.1,0.3
CCOC(=O)Cn1nc(C)c([N+](=O)[O-])c1C,-1.2,1.61
c1csc(-c2cn3c(n2)SCC3)c1,4.3,1.72
Cc1ccc2c(C(=O)CN3CCCCC3)c(C)[nH]c2c1,-0.7,2.22
O=C(CSc1cc(Cl)ccc1Cl)NC1CC1,0.6,nt
O=C(COc1ccccc1)N1CCN=C1SCc1ccccc1F,-0.1,0.43
CC1SC(c2ccc(F)cc2)N(CCc2ccccc2)C1=O (stereo not drawn),1.8,-2.83
COCCN1C(=O)C(=O)/C(=C(/O)c2ccc(S(=O)(=O)N3CCCCC3)cc2)C1c1ccc(OC)cc1 (stereo not drawn),-2.2,-0.6
CCOC(=O)C1CCN(C(=O)c2cccc(S(=O)(=O)NCc3ccccc3)c2)CC1,-0.5,nt
CC(C)Cc1nc(N2CCN(C(=O)c3ccccc3)CC2)c(C#N)c2c1CCC2,-1.2,0.12
CC1(C)C(=O)Nc2ccccc2N1C(=O)CN1C(=O)c2ccccc2C1=O,3.3,-0.67
Cc1c(C)n(CCC(=O)O)c2ccccc12,-0.2,0.55

Part of the list above in order of heavy-atom count, low to high:
smiles,STK33 kinase inh,Kir21 inh
COc1ccc(OC(C)c2ccc(C#N)c(=O)[nH]2)cc1 (stereo not drawn),-1.1,1.15
O=C(COc1ccccc1)N1CCN=C1SCc1ccccc1F,-0.1,0.43
CCCCN(C)C(=O)c1nc2ccccn2c1CN1CCN(c2ncccn2)CC1,-0.2,-0.01

In another format: 4 of the compounds above.
CCc1ccc(-c2cc(C)no2)cc1S(=O)(=O)Nc1ccc(Cl)cn1
  STK33 kinase inh: -0.8 | Kir21 inh: -0.63
Cc1ccc2c(c1)N(C)/C(=C/c1cccc[n+]1CCO)S2
  STK33 kinase inh: -1.2 | Kir21 inh: -2.16
O=C(NCC(O)c1ccc([N+](=O)[O-])cc1)Nc1ccccc1 (stereo not drawn)
  STK33 kinase inh: -0.7 | Kir21 inh: 0
COc1ccc(OC(C)c2ccc(C#N)c(=O)[nH]2)cc1 (stereo not drawn)
  STK33 kinase inh: -1.1 | Kir21 inh: 1.15

Next section:
smiles,STK33 kinase inh,Kir21 inh
OCCC1CN(Cc2ccccc2OC2CCCC2)CCN1Cc1ccsc1 (stereo not drawn),-2.1,-4.45*
COC(=O)COc1ccc(Cl)cc1C1Nc2ccccc2C(=O)N1c1ccc(OC)cc1 (stereo not drawn),-0.4,3.07
CCc1nc2ccccc2c(C(=O)OCC(=O)NC2CCCC2)c1C,0.5,nt
Cc1ccccc1Nc1c(N)c(=O)oc2ccccc12,-1.1,0.83
Cc1c(C(=O)NC(C)c2ccncc2)oc2ccccc12 (stereo not drawn),-1.2,0.55
COc1ccc(N2C(=O)c3ccccc3NC2c2ccc(OC)c(CN3CCOCC3)c2)cc1 (stereo not drawn),1.2,-0.3
CCCN1Cc2cccc(C(=O)NCCCOC(C)C)c2C1=O,0.7,0.92
O=C(Nc1cccc(S(=O)(=O)N2CCOCC2)c1)c1cn(-c2ccccc2)nc1-c1ccccc1,-0.9,-1.07
CCOC(=O)C1=C(CC)Nc2ccccc2N/C1=N\S(=O)(=O)c1ccccc1OC,-1.5,nt
CS(=O)(=O)Cc1cc(N2CCCC2)nc(-c2ccccc2)n1,0.4,0.52
O=C(CNS(=O)(=O)c1ccc(F)cc1)N1CCOCC1,0.1,0.91
CCN(CC)c1ccc(CN(C(=O)c2cccs2)C2CCS(=O)(=O)C2)cc1 (stereo not drawn),-1.4,0.6
